Assay outcomes: PubChem BioAssay, Columbia University Molecular Screening Center
E-sel TNF inh = TNF alpha driven E-selectin expression inhibition; HUVEC TNFa-induced E-selectin immunofluorescence, high content; inhibition, % at 2 µM; hit rate 0.71% among 120,000;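 active = inhibition above the batch mean plus 3 SD, and confirmed as a hit on visual image review, cut at about 43% in these data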;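 note: 0% = TNF-stimulated DMSO wells and 100% = unstimulated control wells; not every result past the cut was called active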
* marks the source's active call; other numbers are inactive results. The list is partial; the hit share may differ from the screen's.

SMILES	E-sel TNF inh
C=CCNCCCCOc1ccc(OCc2ccccc2)cc1	-9
CCN(CC)C(=O)CSc1ncnc2c(-c3ccc(OC)cc3)nsc12	-15
CN(C)c1ccc(/C=N/NC(=O)c2cccc(N3CCCC3=O)c2)cc1	-8
CCCNC(=O)C1CC(=O)N(c2ccc(OCC)cc2)C1 (centres undefined)	7
CCOc1ccc(NC(=O)CC2C(=O)NCCN2C(=O)c2ccc(Cl)cc2)cc1 (centres undefined)	17
CCc1cc2cc(C)cc(C)c2nc1Cl	-10
O=C(COc1ccc(Cl)cc1)Nc1nnc(-c2ccco2)o1	-14
COc1cc(OC)cc(C(=O)OCC(=O)Nc2sccc2C(N)=O)c1	4
CC1=CC(C)(C)NC(=S)N1c1ccc(C)c(C)c1	-6
O=S(=O)(Nc1ncccn1)c1ccc(NC(=S)NCc2cccnc2)cc1	-21
O=C1NC2(CCCC2)Oc2ccccc21	5
O=C(CN1C(=O)CC(c2ccccc2)Sc2ccccc21)NCC1CCCO1 (centres undefined)	18
COCCCNC(=O)c1cc(C(=O)c2ccccc2Br)c[nH]1	-34
Cc1ccc(OCC(=O)N/N=C/c2ccccc2)c([N+](=O)[O-])c1	46
S=C(NCCc1ccccc1)N1CCn2cccc2C1c1cccnc1 (centres undefined)	-32
Cc1ccc(NC(=O)c2c(C)nc3ccccn23)cc1C	18
CN(CCOc1ccccc1)Cc1nc2cc(Cl)ccc2c(=O)[nH]1	6
O=C(O)CC(NC(=O)c1cccc([N+](=O)[O-])c1)c1ccc2c(c1)OCO2 (centres undefined)	30
COc1ccccc1-n1c(=O)c2c3c(sc2n2c(=S)[nH]nc12)CCC3	6
O=C(O)COc1ccc(/C=N/Nc2nc(Nc3ccccc3)nc(N3CCCCC3)n2)cc1	-14
Cc1ccc(NC(=S)/N=C(\N)Nc2nc(C)c3cc(C)c(C)cc3n2)cc1C	1
CC(=O)Nc1ccc(OCc2nnc(-c3ccc(Cl)cc3)o2)cc1	-28
Cc1cccc(C)c1NC1=C(Cl)C(=O)OC1OC(=O)c1ccccc1 (centres undefined)	-2
CCNc1nc(NC(C)CC)nc(ON=C(C)C)n1 (centres undefined)	2
C/C(=N\Nc1ccccc1Cl)c1ccc(-n2ccnc2)cc1	5
OCC1(Cc2ccccc2)CCCN(C2CCCC2)C1 (centres undefined)	23
O=c1[nH]c2ccccc2c(O)c1-c1cc2ccccc2oc1=O	27
CCc1ccc(NC(=O)c2cc3c(C)nc4ccccc4c3o2)cc1	1
Cc1cc(C)nc(SCc2ccc(C(=O)N/N=C/c3ccco3)cc2)n1	-21
Cc1ccc(NC(=O)c2cccc(C(=O)OC(C)C)n2)c(Br)c1	0
CC1CCN(CCCn2c(=S)[nH]c3c(sc4ccccc43)c2=O)CC1	8
Cc1ccc(C(C)C)c(OCc2n[nH]c(=S)o2)c1	-5
CCOC(=O)CC(=O)CSc1ncnc2c1nnn2-c1ccc(OC)cc1	37
COc1cc2nc(CN(C)Cc3ccc(Cl)cc3)[nH]c(=O)c2cc1OC	-2
O=C1OC(C(=O)Nc2ccccc2)Cc2ccccc21 (centres undefined)	9
CCCC(=O)N1CCN(c2ccc(NC(=O)c3cccs3)cc2Cl)CC1	18
CN(c1ccc(F)cc1)S(=O)(=O)c1ccc(Cl)c(C(=O)OCC(=O)NCc2ccco2)c1	-18
CC(C)Cc1ccc(/C=C/C(=O)N2CCCCC2)cc1	-14
COc1ccc(C2NC(=S)NC(C)=C2C(=O)N2CCOCC2)cc1 (centres undefined)	29
CCOC(=O)c1sc(NC(=O)C(C)C)c(C#N)c1C	-1
COc1ccc([N+](=O)[O-])cc1NC(=O)C(C)OC(=O)c1cccnc1Cl (centres undefined)	5
CC(=O)N(Cc1ccco1)Cc1cc2cccc(C)c2n2nnnc12	-18
COc1ccc(C2C(C#N)=C(N)N(c3ncn[nH]3)C3=C2C(=O)CCC3)cc1 (centres undefined)	0
Cc1ccc(Cn2c(O)c(N=NC(=S)Nc3ccccc3F)c3cc(S(=O)(=O)N4CCOCC4)ccc32)cc1	0
N#CCc1nc(-c2cc3ccccc3oc2=O)cs1	-18
Cc1ccccc1NC(=O)N1CCC(C(=O)c2ccc(F)cc2)CC1	4
COc1ccc(CN2C(=O)c3ccccc3C2C(=O)NCCc2ccccc2)c(OC)c1 (centres undefined)	0
CCOc1ccc(Br)cc1C(=O)N/N=C/c1ccc([N+](=O)[O-])cc1	0
COc1cccc2cc(/C(C)=N/NC(=O)c3ccco3)oc12	-22
Cc1cnc(C(=O)Nc2ccc(C(C)C)cc2)cn1	18
Continued:
SMILES	E-sel TNF inh
Nc1nc(-c2ccc(-c3ccccc3)cc2)cs1	3
Cc1nc(Cc2ccc(OC(C)C)cc2)[nH]c(=O)c1CC(=O)O	5
COc1cc(CN2CCNC(=O)C2CC(=O)N2CCc3ccccc3C2)cc(OC)c1 (centres undefined)	-10
C/C(Cl)=C\Cn1c(O)c(N=NC(N)=S)c2cc(Br)ccc21	5
CCN(CC)C(=O)c1sc(N2C(=O)Nc3ccccc3N2O)c(C(=O)OC)c1C	-4
COCC(=O)OCC(=O)c1cc(C)n(-c2ccc(Br)cc2)c1C	-18
CCOC(=O)CNC(=S)N(Cc1ccccc1)Cc1cccnc1	10
COc1ccc(NC(=O)CSc2nnc(N)n2CC(=O)Nc2ccc(OC)cc2)cc1	-2
CCN(C(=O)CSc1nc2ccccc2c(=O)n1-c1ccc(C)cc1)C1CCS(=O)(=O)C1 (centres undefined)	12
CCC(C)NC(=S)N1CCN(Cc2ccccc2)CC1 (centres undefined)	8
COc1ccc(N2CCN(c3cc(C)c4ccccc4n3)CC2)cc1	-24
O=C(C1=C(O)C(=O)N(Cc2ccco2)C1c1ccccc1F)c1cccs1 (centres undefined)	-21
Cc1ccc(/C=N/N(Cc2ccccc2)c2ccccc2)o1	3
COc1ccc(/C(=C\Nc2ccc(C)c(C)c2)C(C)=O)cc1OC	-6
Cn1cccc1C(=O)C(=O)Nc1ccccc1C(F)(F)F	6
O=C1C=C(c2ccccc2)OC(c2ccccc2)O1 (centres undefined)	-24
O=C(CSc1nnc(CNC(=O)c2c(F)cccc2Cl)o1)Nc1ccc2c(c1)OCO2	20
Nc1nnnn1CC(=O)N/N=C/c1cc([N+](=O)[O-])ccc1O	-4
CCc1ccccc1NC(=O)CSc1nnc(-c2ccncc2)o1	-35
C(#Cc1ccccc1)C[N+]1(CC#Cc2ccccc2)CCCCC1	-16
CN(C)S(=O)(=O)Oc1cccc(C(=O)Nc2ccc([N+](=O)[O-])cc2)c1	29
COc1cc(CN2CCN(C(=O)c3ccc(-c4ccccc4)cc3)CC2)cc(OC)c1OC	12
Fc1ccc(-c2nc3ccccc3[nH]2)cc1	-14
COc1ccc(C(=O)c2ccc(N3CCOCC3)c([N+](=O)[O-])c2)cc1	-29
CC(=O)Nc1ccc(S(=O)(=O)NC2(C(F)(F)F)NC(=O)N(c3ccccc3F)C2=O)cc1 (centres undefined)	-1
COc1cc2[nH]c(=O)c(C(=O)NCCCN3CCOCC3)c(O)c2cc1OC	-2
Cc1ccc(C)c(NC(=S)N(C)CCO)c1	-10
COc1ccccc1N1CCN(C(=O)CN(C)S(=O)(=O)c2ccc3c(c2)c(=O)n(C)c(=O)n3C)CC1	-33
Cc1c(Cl)cccc1NC(=O)C1CCN(S(C)(=O)=O)CC1	-3
CCN(CC)C(=O)C(=O)N/N=C/c1ccc(Cl)cc1Cl	10
Cc1ccc(NC(=O)COC(=O)CCC(=O)c2cccs2)c(C)c1	4
COc1ccc(/C=C/C(=O)NC(=S)N2CCSCC2)cc1	-9
Cc1ccc2[nH]c(=O)c(CN(Cc3cccnc3)C(=S)NCCCN(C)C)cc2c1	6
Cc1ccc2c(c1)sc(C)[n+]2CCCS(=O)(=O)[O-]	-3
CCN1C/C(=C/c2ccc(OC)c(O)c2)C(=O)/C(=C/c2ccc(OC)c(O)c2)C1	60*
O=C(NC1CCS(=O)(=O)C1)/C(=C/c1ccco1)NC(=O)c1ccccc1 (centres undefined)	-26
CCC1CCCCN1C(=O)c1sc2nc(C)nc(N(CC)CC)c2c1C (centres undefined)	-2
O=C(N/N=C/c1ccco1)c1ccc(NC(=O)c2ccccc2Cl)cc1	8
COc1ccccc1-n1ccnc1SCC(=O)NC1CCCC1	-24
C[C@@H](C(=O)Nc1nc2ccc(F)cc2s1)N1C(=O)C2CC=CCC2C1=O (some centres undefined)	-74

In a second layout: 25 of the compounds above.
Structure,E-sel TNF inh
O=C1C=C(c2ccccc2)OC(c2ccccc2)O1 (centres undefined),-24
O=C(CSc1nnc(CNC(=O)c2c(F)cccc2Cl)o1)Nc1ccc2c(c1)OCO2,20
Nc1nnnn1CC(=O)N/N=C/c1cc([N+](=O)[O-])ccc1O,-4
CCc1ccccc1NC(=O)CSc1nnc(-c2ccncc2)o1,-35
C(#Cc1ccccc1)C[N+]1(CC#Cc2ccccc2)CCCCC1,-16
CN(C)S(=O)(=O)Oc1cccc(C(=O)Nc2ccc([N+](=O)[O-])cc2)c1,29
COc1cc(CN2CCN(C(=O)c3ccc(-c4ccccc4)cc3)CC2)cc(OC)c1OC,12
Fc1ccc(-c2nc3ccccc3[nH]2)cc1,-14
COc1ccc(C(=O)c2ccc(N3CCOCC3)c([N+](=O)[O-])c2)cc1,-29
CC(=O)Nc1ccc(S(=O)(=O)NC2(C(F)(F)F)NC(=O)N(c3ccccc3F)C2=O)cc1 (centres undefined),-1
COc1cc2[nH]c(=O)c(C(=O)NCCCN3CCOCC3)c(O)c2cc1OC,-2
Cc1ccc(C)c(NC(=S)N(C)CCO)c1,-10
COc1ccccc1N1CCN(C(=O)CN(C)S(=O)(=O)c2ccc3c(c2)c(=O)n(C)c(=O)n3C)CC1,-33
Cc1c(Cl)cccc1NC(=O)C1CCN(S(C)(=O)=O)CC1,-3
CCN(CC)C(=O)C(=O)N/N=C/c1ccc(Cl)cc1Cl,10
Cc1ccc(NC(=O)COC(=O)CCC(=O)c2cccs2)c(C)c1,4
COc1ccc(/C=C/C(=O)NC(=S)N2CCSCC2)cc1,-9
Cc1ccc2[nH]c(=O)c(CN(Cc3cccnc3)C(=S)NCCCN(C)C)cc2c1,6
Cc1ccc2c(c1)sc(C)[n+]2CCCS(=O)(=O)[O-],-3
CCN1C/C(=C/c2ccc(OC)c(O)c2)C(=O)/C(=C/c2ccc(OC)c(O)c2)C1,60*
O=C(NC1CCS(=O)(=O)C1)/C(=C/c1ccco1)NC(=O)c1ccccc1 (centres undefined),-26
CCC1CCCCN1C(=O)c1sc2nc(C)nc(N(CC)CC)c2c1C (centres undefined),-2
O=C(N/N=C/c1ccco1)c1ccc(NC(=O)c2ccccc2Cl)cc1,8
COc1ccccc1-n1ccnc1SCC(=O)NC1CCCC1,-24
C[C@@H](C(=O)Nc1nc2ccc(F)cc2s1)N1C(=O)C2CC=CCC2C1=O (some centres undefined),-74

Further structures follow.
SMILES	E-sel TNF inh
Cc1[nH]n(-c2ccccc2)c(=O)c1C=NCCc1ccccc1	-2
COc1ccc(N2C(=O)c3ccccc3NC2c2cccnc2)cc1 (centres undefined)	-23
COC(=O)c1ccc(C(=O)OC)c(NC(=O)C(C)(C)C)c1	-16
Cn1cc(Br)c(C(=O)NC(=S)Nc2ccc(S(N)(=O)=O)cc2)n1	15
CCNC(=O)COC(=O)CCNC(=O)c1cccc(C)c1	-21
CCC(=O)Nc1cccc(NC(=O)c2ccc(C)cc2Cl)c1	-19
O=C1c2cc(S(=O)(=O)NCCO)ccc2-c2ccc(S(=O)(=O)NCCO)cc21	-38
COc1cc2c3nnc(-c4ccc(F)cc4)c-3cn(Cc3cccc(F)c3)c2cc1OC	-43
O=C(COC(=O)C1CCC(=O)N1)Nc1ccccc1Br (centres undefined)	-47
Cc1occc1C(=O)NNC(=O)c1nn(C)c(=O)c2ccccc12	24
CSc1ccc(-c2ccco2)nn1	-12
Cc1[nH]c(=O)[nH]c(=O)c1S(=O)(=O)N1CCCC(C(=O)N2CCN(c3cccc(C(F)(F)F)c3)CC2)C1 (centres undefined)	-1
O=C(CCc1nnc(CCCCc2ccccc2)o1)NCCn1cccn1	-11
CCN1CCCC1CNC(=O)c1ccc(Sc2ccc(F)cc2)c([N+](=O)[O-])c1 (centres undefined)	12
COc1cccc(N/C(SCc2cccc([N+](=O)[O-])c2)=C(/C#N)C(N)=O)c1	10
Cn1c(=O)c(NC2CCCCC2)c2c3c(cccc31)C(=O)c1ccccc1-2	-42
Clc1ccccc1-c1nnc(CNC2CC2)o1	-8
COc1cc(C(=O)OCC(=O)NC(=O)c2cccn2C)ccc1OC(F)F	-45
Cn1cc(CNCCN2CCCCC2=O)c(-c2cccc(Cl)c2)n1	-7
COc1ccc(NS(=O)(=O)c2ccc(NC(=O)c3ccc(CN4CCOCC4)cc3)cc2)cc1	-13
Cc1cc(O)c(NC(=O)c2cc([N+](=O)[O-])ccc2Cl)cc1C	29
Cc1ccc(NC(=O)CN(C)C(=O)c2cc3ccccc3o2)cc1	-37
CCOCCCn1c(SCC(=O)NCc2ccc3c(c2)OCO3)nc2ccccc2c1=O	2
C/C(=N\N=C1\NC(=O)C(CC(=O)NCc2ccccc2)S1)C(C)C (centres undefined)	38
Cc1c(Cl)c([N+](=O)[O-])nn1CCCC(=O)Nc1cccnc1	-36
COc1cccc(N2CCN(S(=O)(=O)c3cccc4nsnc34)CC2)c1	4
CC(C)CCn1c(=O)c2ccccc2n2c(CN3CCCC3)nnc12	-47
Cc1cccc(C2c3[nH]c4ccccc4c3CCN2Cc2cccn2-c2ncccn2)c1 (centres undefined)	-32
Cc1ccc(OCc2nnc(N)s2)cc1	8
O=C(NCCCN1CCCCCC1)c1ccc2c(Cl)c3c(nc2c1)CCCC3	-6
CC1Cc2ccccc2N1CC(=O)NC(=O)NC1CCCCC1 (centres undefined)	18
O=C(NCCCn1ccnc1)/C(=C/c1ccccc1)NC(=O)c1ccccc1	-18
Fc1ccc(N2CCN(C(=S)NCc3ccco3)CC2)cc1	-14
CC(C)(C)c1nnc(NC(=S)Nc2ccccc2)s1	-18
O=C(NC(=S)Nc1nc(-c2ccc(Br)cc2)cs1)c1ccco1	-4
O=C(Cc1csc(Nc2nc(=S)[nH]c3ccccc23)n1)N1CCN(c2cccc(Cl)c2)CC1	7
CCOc1ccc(NC(=O)NNC(=O)c2ccc(CC)s2)cc1	-2
CCCCC(=O)Nc1ccccc1Oc1ccccc1	-27
Cc1ccc2c(c1)c(-c1ccccc1)nc1nnnn12	-27
